SUMO Mot1 rescue = yeast Mot1-301 growth rescue at high temperature, primary screen, SUMOylation pathway inhibitor project, S. cerevisiae, ATP luminescence, 38.5C; S. cerevisiae Mot1-301 growth rescue; percent above DMSO median, 100 means doubled; growth rescue, % at 18.8 µM; 1% of 320,000 active; AID 2716, 2010;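 active = every valid replicate shows activation above 250% relative to neutral control wells; inactive = the rest, any valid replicate at or below 250%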;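 also: OY570 slx delta 5 strain wells were the positive control but not used for scaling; some compounds called inactive have numbers as strong as hits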
PKA-R2B act = activators of PKA-R2B holoenzyme, primary screen, biochemical, fluorescence polarization, Cy5-IP20, human; cAMP-dependent protein kinase catalytic subunit beta (Homo sapiens) + cAMP-dependent …; PKA-R2B holoenzyme dissociation; R2B truncated from residue 108, S112A mutant; 0% DMSO only, 100% 113 µM cGMP; activation, % at 11.4 µM; 0.079% of 340,000 active;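 active = activation above a cutoff set at the mean over all compounds plus 3 SD, cut at about 18% in these data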;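 also: higher means more holoenzyme dissociation and a rise in polarization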
AddAB inh = growth inhibition of E. coli expressing H. pylori AddAB, primary screen, AddAB inhibitor project, absorbance | AID 435030, 2010 | 0.29% of 330,000 active | inhibition, % at 11.9 µM; in the data active = inhibition above about 12%;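 also: 0% = vehicle wells of infected cells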
PKA-R1A act = activators of PKA-R1A holoenzyme, primary screen, biochemical, fluorescence polarization, Cy5-IP20, bovine R1A, mouse PKAc | activation, % at 11.4 µM | 0.083% of 340,000 active | PKA-R1A dissociation; scaled: DMSO 0%, 113 µM cGMP 100%;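 active = percent activation above the mean of all tested compounds plus 3 SD, cut at about 19% in these data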;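 also: higher means more PKAc released from R1A so a rise in polarization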
phage Ecoli inh = growth loss of phage-infected E. coli, primary screen, RecBCD inhibitor project, absorbance, with phage, HTS. 0.26% of 360,000 active. AID 651602, 2012. inhibition, % at 11.9 µM; in the data active = inhibition above about 11%
DAGLB inh = DAGLB lipase inhibitors, primary screen, biochemical, fluorescence, HTS; inhibition, % at 5.17 µM; AID 504411, 2011; HEK293T DAGLB membrane lysate, EnzChek fluorogenic substrate; Diacylglycerol lipase-beta (Homo sapiens), Q8NCG7; 0.059% of 340,000 active; in the data active = inhibition above about 34%;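 also: 0% = enzyme with vehicle and 100% = wells lacking enzyme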
Target sequence (Q8NCG7 whole entry, looked up): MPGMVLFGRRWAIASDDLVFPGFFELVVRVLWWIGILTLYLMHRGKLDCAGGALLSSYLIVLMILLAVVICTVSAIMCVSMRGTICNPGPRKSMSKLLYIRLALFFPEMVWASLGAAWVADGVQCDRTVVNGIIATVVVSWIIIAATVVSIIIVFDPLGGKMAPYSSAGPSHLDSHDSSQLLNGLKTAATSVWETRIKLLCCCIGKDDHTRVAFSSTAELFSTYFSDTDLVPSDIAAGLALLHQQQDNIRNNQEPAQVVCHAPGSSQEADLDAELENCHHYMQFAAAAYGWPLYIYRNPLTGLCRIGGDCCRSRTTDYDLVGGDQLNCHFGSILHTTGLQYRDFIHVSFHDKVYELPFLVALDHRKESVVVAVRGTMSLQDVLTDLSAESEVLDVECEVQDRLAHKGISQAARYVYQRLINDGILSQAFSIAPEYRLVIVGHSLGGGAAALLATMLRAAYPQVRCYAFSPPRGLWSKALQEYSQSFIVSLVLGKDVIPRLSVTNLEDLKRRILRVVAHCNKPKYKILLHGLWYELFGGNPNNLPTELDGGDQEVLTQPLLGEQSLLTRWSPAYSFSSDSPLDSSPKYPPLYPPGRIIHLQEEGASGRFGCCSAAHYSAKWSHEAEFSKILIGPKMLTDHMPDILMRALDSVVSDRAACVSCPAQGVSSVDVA
CDK5 inh = inhibitors of human CDK5/p35 kinase, primary screen, biochemical, single concentration; inhibition, % at 10 µM; AID 488839, 2010; Recombinant CDK5/p35, ADP-Glo luminescence, 60 min; 0.01% of 330,000 active;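 active = highest replicate inhibition of at least 50% and at least 75% of replicates reaching 50%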;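 also: plate controls were DMSO neutral control for no effect and GW8510 at 10 µM for full effect; many of its hits are not listed in these tables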
Tat transport = E. coli Tat export inhibitors, primary screen, MC4100, TorA-mCherry reporter, fluorescence, single point; inhibition, % at 10 µM; 0.036% of 340,000 active; AID 488895, 2010;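 active = mean replicate inhibition at least 50% and at least half of replicates individually reaching 50%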;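 also: exported cargo escapes ClpAP degradation while cytoplasmic cargo is degraded and loses fluorescence; 0% = median of neutral control wells and 100% = median of NaSCN control wells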
E coli growth = E. coli V3065 growth inhibition, primary screen, counter-screen for AddAB inhibitor project, absorbance, OD600 | 0.27% of 330,000 active | 18 h | inhibition, % at 11.9 µM;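 active = inhibition above the campaign's mean inhibition across all tested compounds plus 3 SD, cut at about 9.9% in these data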;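 also: uninfected addAB+ strain grown without phage in ampicillin broth; 0% = DMSO wells and 100% = ciprofloxacin 0.95 µg/ml wells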
HTR5A inv ag = HTR5A inverse agonists in luminescence cell assay, primary screen, counter-screen for OPRM1-OPRD1 heterodimer inverse agonist project, full-deck HTS. 5-hydroxytryptamine receptor 5A (Homo sapiens), P47898. HTR5A cell line, inverse agonism. inhibition, % at 9.3 µM. 0.083% of 340,000 active. AID 504634, 2011; in the data active = inhibition mostly above about 23%, no sharp cut-off; inactive = mostly below about 18%;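 also: 0% = cells with DMSO and 100% = no-cell wells with DMSO; some compounds called inactive have numbers as strong as hits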
Target sequence (P47898 whole entry, looked up): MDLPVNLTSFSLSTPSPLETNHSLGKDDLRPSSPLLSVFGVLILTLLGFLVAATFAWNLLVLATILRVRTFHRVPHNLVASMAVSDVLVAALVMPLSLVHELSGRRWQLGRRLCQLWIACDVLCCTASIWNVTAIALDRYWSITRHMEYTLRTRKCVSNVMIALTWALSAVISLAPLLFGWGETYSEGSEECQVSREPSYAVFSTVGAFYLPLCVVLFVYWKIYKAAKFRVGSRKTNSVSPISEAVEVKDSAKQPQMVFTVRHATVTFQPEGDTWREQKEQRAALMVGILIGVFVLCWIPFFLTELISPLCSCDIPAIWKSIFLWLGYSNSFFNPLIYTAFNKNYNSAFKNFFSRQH
HTR5A ag ctr = HTR5A agonists in luminescence cell assay, primary screen, counter-screen for OPRM1-OPRD1 heterodimer agonist project, full-deck HTS | cell-based | activation, % at 9.3 µM | 0.61% of 340,000 active | AID 504692, 2011; in the data active = activation mostly above about 9.5%, no sharp cut-off; inactive = mostly below about 7.6%;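 also: 0% = cells with vehicle only and 100% = reference agonist; strong numbers were not always called active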
An asterisk follows results filed as active; i = inactive; . = not tested or not shown; & = joins results of further samples.

smiles,SUMO Mot1 rescue,PKA-R2B act,AddAB inh,PKA-R1A act,phage Ecoli inh,DAGLB inh,CDK5 inh,Tat transport,E coli growth,HTR5A inv ag,HTR5A ag ctr
O=C(c1cc(-c2ccccn2)nc2ccccc12)N1CCN(c2ncccn2)CC1,9,-8,1.6,-11,3.8,0,2.5,6,1.7,6,-2
CC1=C(C#N)C(=O)OC(C)(C)C1,2,-2,3.0,-3,3.8,-4,-0.4,-11,-0.3,29,1
NC(=O)c1ccsc1NC(=O)Cc1ccc([N+](=O)[O-])cc1,4,-2,-0.1,-8,0.6,1,-1.6,-2,0.2,1,0
COc1ccc(C(=O)NCC(=O)N2CCN(c3ncccn3)CC2)cc1OC,73,1,0.5,10,2.8,0,0.9,-11,-0.3,11,3
Clc1ccc(-c2c[n+](Cc3ccc(Br)cc3)c3n2CCCCC3)cc1,-4,12,-1.3,5,1.6,2,-0.7,-4,0.2,-13,0
Cc1ccccc1C(=O)Nc1ccc(O)cc1C(=O)O,17,2,-5.3,-6,2.7,2,-0.4,-4,1.6,-32,0
CCn1c(CNc2cccc(Cl)c2)nnc1SCC(=O)OC1CCCCC1,-3,-4,0.9,6,-0.5,-10,-1.3,-4,0.9,4,3
CCCCCOC(=O)NC1CCS(=O)(=O)C1 (stereo not drawn),-12,-5,5.8,4,2.4,-2,-2.5,0,1.0,0,0
O=C(Nc1ccnn1C1CCN(Cc2cccc(OCCO)c2)CC1)C1CCOC1 (stereo not drawn),-8,-9,-2.8,-14,3.4,-1,-0.2,4,-0.4,18,2
Oc1c(Br)cccc1/C=N/c1ncn[nH]1,14,5,0.5,3,0.6,2,-0.6,6,-1.0,-28,7
O=C(COc1ccc(Cl)cc1Cl)NCc1ccncc1,.,1,.,-2,2.7,2,1.3,-2,.,-10,7
O=C(COc1ccc2c3c(c(=O)oc2c1)CCCC3)N[C@@H](Cc1ccccc1)C(=O)O,505,-4,1.9,-10,1.1,0,1.3,-2,0.0,-6,-3
O=C(NCc1ccco1)c1ccc(Cl)c(S(=O)(=O)Nc2ccccc2)c1,-4,-2,4.0,-1,3.2,0,-2.3,0,1.3,-17,6
COc1cc2c(cc1OC)C(c1cc(OC)c(OC)c(OC)c1)C1(O)C(=O)OCC1(O)C2 (stereo not drawn),.,-7,.,-4,3.3,-3,1.4,-11,.,-15,4
Cn1nc(NC(=O)C2CCC2C(=O)O)c2c(F)cccc21 (stereo not drawn),-11,-6,1.4,-2,1.5,4,-3.1,-6,-0.2,-13,4
COc1ccc(C(CNC(=O)COc2c(C)cc(C)cc2C)N2CCOCC2)cc1 (stereo not drawn),-12,-3,-0.3,0,-0.4,-2,-2.4,0,1.6,-11,4
O=C(c1ccc(F)cc1Cl)N1CCN(S(=O)(=O)c2cccs2)CC1,-4,-11,-0.2,-4,4.2,-2,0.6,-5,-2.7,8,-1
CC(=O)c1cccc(N(C(=O)CNC(=O)c2cccs2)C(C(=O)NCC2CCCO2)c2ccccc2)c1 (stereo not drawn),0,-11,-1.3,1,-2.9,-3,0.0,4,-0.5,-3,4
COC(=O)c1c(C(=O)OC)c(-c2ccc(Cl)cc2)n2c1CS(=O)(=O)C2,98,.,3.0,.,3.6,.,-1.4,-5,1.7,.,.
CC(C)[C@H](NC(=O)C1CCN(S(=O)(=O)c2ccccc2)CC1)C(=O)NCc1ccccn1,19,-7,3.2,-3,-1.1,3,1.4,2,-2.9,0,2
Cn1c(=O)oc2cc(S(=O)(=O)NCc3ccc(F)cc3)ccc21,3,-3,3.0,4,-1.6,-3,-1.0,0,0.2,18,-1
Cc1ccc(NC(=O)N2CCC(C(=O)NCc3ccccc3)CC2)cc1,-7,4,0.7,-11,0.9,0,-1.0,1,1.4,-2,-1
CN(C)c1ncc(CN2CCC(CO)(CCCc3ccccc3)CC2)s1,34,-2,3.3,-16,0.3,1,0.9,-7,1.9,18,3
C=CCn1c(=O)c2ccccc2n2c(SCC(=O)NCc3cccs3)nnc12,-4,-1,0.2,5,1.6,-3,-0.3,-4,0.5,-3,1
O=C(CCN1CCCC1)Nc1ccccc1,-7,6,4.6,8,3.0,-3,3.8,-4,0.4,10,0
COc1ccccc1-c1cn(C(C)(C)C)nc1C,12,3,3.1,-14,0.4,-4,1.4,-3,-0.6,9,-3
Cc1c(CCC(=O)O)c(=O)oc2c(C)c3occ(-c4ccc(Br)cc4)c3cc12,8,0,.,-8,-0.8,5,-1.4,9,.,1,0
CCCCC(=O)NCCNc1nc2c(c(=O)n(C)c(=O)n2C)n1Cc1ccc(F)cc1,8,-12,2.2,6,0.9,1,-0.5,-1,2.4,-6,0
Cc1cc(NC(=O)CSc2ccccn2)cc(NC(=O)CSc2ccccn2)c1,-15,0,2.9,7,3.0,-2,0.8,6,1.3,-25,-2
Cc1cccc(C)c1NC(=O)CNC(=O)CN1C(=O)NC2(CCc3ccccc32)C1=O (stereo not drawn),11,-7,1.1,-13,1.5,2,0.9,-6,-0.7,9,-1

Given with each value named: part of the list above
> COc1ccccc1-c1cn(C(C)(C)C)nc1C
  SUMO Mot1 rescue: 12	PKA-R2B act: 3	AddAB inh: 3.1	PKA-R1A act: -14	phage Ecoli inh: 0.4	DAGLB inh: -4	CDK5 inh: 1.4	Tat transport: -3	E coli growth: -0.6	HTR5A inv ag: 9	HTR5A ag ctr: -3

> Cc1c(CCC(=O)O)c(=O)oc2c(C)c3occ(-c4ccc(Br)cc4)c3cc12
  SUMO Mot1 rescue: 8	PKA-R2B act: 0	AddAB inh: .	PKA-R1A act: -8	phage Ecoli inh: -0.8	DAGLB inh: 5	CDK5 inh: -1.4	Tat transport: 9	E coli growth: .	HTR5A inv ag: 1	HTR5A ag ctr: 0

> CCCCC(=O)NCCNc1nc2c(c(=O)n(C)c(=O)n2C)n1Cc1ccc(F)cc1
  SUMO Mot1 rescue: 8	PKA-R2B act: -12	AddAB inh: 2.2	PKA-R1A act: 6	phage Ecoli inh: 0.9	DAGLB inh: 1	CDK5 inh: -0.5	Tat transport: -1	E coli growth: 2.4	HTR5A inv ag: -6	HTR5A ag ctr: 0

> Cc1cc(NC(=O)CSc2ccccn2)cc(NC(=O)CSc2ccccn2)c1
  SUMO Mot1 rescue: -15	PKA-R2B act: 0	AddAB inh: 2.9	PKA-R1A act: 7	phage Ecoli inh: 3.0	DAGLB inh: -2	CDK5 inh: 0.8	Tat transport: 6	E coli growth: 1.3	HTR5A inv ag: -25	HTR5A ag ctr: -2

Remaining list, next part:
smiles,SUMO Mot1 rescue,PKA-R2B act,AddAB inh,PKA-R1A act,phage Ecoli inh,DAGLB inh,CDK5 inh,Tat transport,E coli growth,HTR5A inv ag,HTR5A ag ctr
CCC(c1nnc(SC(C)C(=O)NC2CC2)n1-c1ccc(OC)cc1)N(C)C (stereo not drawn),5,4,0.4,17,4.0,-1,0.0,-1,-0.2,18,-7
O=C(COc1cccc2ccccc12)NNC(=O)Nc1ccccc1,13,-8,0.8,-5,-1.1,-2,0.4,-7,1.2,-24,-1
Cc1cc(C)cc(NC(=S)N2CCC(NC(=O)c3ccco3)CC2)c1,32,8,2.8,6,-0.7,-1,-0.1,-2,-1.1,-14,2
NC(=O)C1CCN(C(=O)c2ccc(Cl)c(S(=O)(=O)NCc3ccco3)c2)CC1,2,-2,0.9,-12,1.2,-2,0.9,-4,0.0,2,-1
Cn1nnnc1Sc1ncnc2scc(-c3ccc(C(F)(F)F)cc3)c12,-11,-7,1.1,2,0.8,0,-1.4,8,1.2,-3,-7
Cc1cccc(NC(=O)c2cccc([N+](=O)[O-])c2O)c1C,.,2,.,-3,4.4,5,-0.3,2,.,-11,3
CCCCNc1c(NC(C)=O)c(=O)oc2ccccc12,-11,6,-2.2,0,4.0,2,0.4,2,1.3,-16,-3
COC(=O)c1ccc(OCC(=O)c2ccc(C)c(C)c2)cc1,.,-9,-0.9,-6,3.9,-9,-0.9,0,1.4,-4,8
CCOC(=O)c1oc2ccccc2c1NC(=O)c1cc(OC)cc(OC)c1,4,8,1.3,1,2.2,-4,0.0,8,1.7,9,-3
CC(C)(C)c1ccc(OCC(=O)NNC(=O)Cc2cccs2)cc1,i,0,2.4,-12,2.7,-2,0.3,-2,0.6,-2,1
CCc1c(C(=O)NNC(=S)NCC2CCCO2)csc1C (stereo not drawn),-18,-8,2.4,-12,4.1,0,1.7,5,-1.3,-17,6
Cc1ccc(NC(=O)NC(=O)CN2CCN(c3ccc(O)cc3)CC2)c(C)c1,189,-4,2.6,6,1.8,3,0.5,8,-1.6,-6,2
Cc1nn(Cc2c(F)c(F)c(F)c(F)c2F)c(C)c1NC(=O)c1ccc(COc2ccccc2Cl)cc1,.,2,.,-3,-0.8,0,-1.7,-2,.,-10,1
Cc1ccccc1CS(=O)(=O)Cc1ccc(C(=O)NCCc2ccccc2)o1,-6,4,3.6,-12,-1.3,-1,0.3,11,0.8,12,-3
CCOC(=O)C1CCCN(C(=O)c2cc3ccccc3oc2=O)C1 (stereo not drawn),30,-1,4.8,-1,2.5,0,-2.5,4,0.3,1,1
Cc1ccccc1C(=O)Nc1cc(-c2cc(C(C)(C)C)oc2C)nn1C,14,-7,0.4,2,-0.1,-3,-0.6,3,1.4,0,0
Oc1ccc(-c2cn3ccccc3n2)cc1,-12,-5,2.8,-14,1.8,-2,-1.1,-4,0.3,10,-3
O=C(CNC(=O)c1ccc(S(=O)(=O)N2CCCCC2)cc1)N/N=C/c1ccco1,-7,2,-1.1,1,3.9,0,-0.8,-1,-0.1,-5,2
O=[N+]([O-])c1ccc(C=NNC(=S)NN=Cc2ccc([N+](=O)[O-])cc2)cc1,.,-12,.,-6,0.4,18,0.9,-3,.,2,0
c1ccc(Cn2nnc3ccccc32)cc1,11,1,7.6,-8,3.2,-2,-1.5,-9,0.7,3,-1
COc1ccc(-c2nc(NC(=O)c3cc(C(C)(C)C)nn3C)sc2C)cc1,-5,-10,1.3,12,.,-10,0.9,0,-1.1,-9,5
CC1(C)[C@@H](O)CC[C@]2(C)[C@H]3C(=O)C=C4[C@@H]5C[C@@](C)(C(=O)O)CC[C@]5(C)CC[C@@]4(C)[C@]3(C)CC[C@@H]12,235&-13,11,-1.1,8,3.3,6,-2.3,2,0.3,-42,-1

No enrichment for hits (roughly 2.3% active in at least one column).
